From PubChem BioAssay
NPC1 prom act: qHTS Assay for NPC1 Promoter Activators | 320,000 tested, 2.4% active | Potency, µM (highest dose often 9.22 µM), without a hit: at the highest dose activation, usual class: activators | Huh7 NPC1 promoter luciferase reporter, 24 h;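 note: potency is the fitted concentration of half-maximal effect; % of control where 0% means no effect; nearly all actives have a fitted effect of over 60% in size; reporter is driven by a mutant NPC1 promoter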
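NPC1 promoter–luciferase Huh7 cells; 24 h compound; luminescence.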
Rab9 prom act: qHTS Assay for Rab9 Promoter Activators | Huh7 Rab9 promoter-luciferase reporter, luminescence, 24 h | Potency, µM (highest dose often 9.22 µM), without a hit: top-dose activation, negative = inhibition, usual class: activators | 320,000 tested, 2.8% active; note: potency is the fitted concentration of half-maximal effect; % of control where 0% means no effect; nearly all actives have a fitted effect of over 60% in size
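Huh7 cells stably carrying a Rab9 promoter-luciferase reporter, 1500 cells per well in OP-MEM I with 10% FBS, treated with compound 24 hours at 37C. Luciferase activity read by luminescence after 10 minutes with Amplite reagent.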
RORgamma inh: qHTS for inhibitors of ROR gamma transcriptional activity. Nuclear receptor ROR-gamma (Mus musculus), P51450. 310,000 tested, 5.4% active. AID 2551, 2010. Drosophila S2 Gal4-RORgamma UAS-luciferase reporter, 20 h. Potency, µM (doses to about 53.6 µM), for inactives: at the highest dose activity change, negative = inhibition, hits mostly inhibitors; note: potency is the fitted concentration of half-maximal effect; % is set by controls: 0 for no effect and ±100 for the full control effect; nearly all actives have a fitted effect of over 60% in size
Target sequence (P51450 whole entry, looked up, the tested form may be a part): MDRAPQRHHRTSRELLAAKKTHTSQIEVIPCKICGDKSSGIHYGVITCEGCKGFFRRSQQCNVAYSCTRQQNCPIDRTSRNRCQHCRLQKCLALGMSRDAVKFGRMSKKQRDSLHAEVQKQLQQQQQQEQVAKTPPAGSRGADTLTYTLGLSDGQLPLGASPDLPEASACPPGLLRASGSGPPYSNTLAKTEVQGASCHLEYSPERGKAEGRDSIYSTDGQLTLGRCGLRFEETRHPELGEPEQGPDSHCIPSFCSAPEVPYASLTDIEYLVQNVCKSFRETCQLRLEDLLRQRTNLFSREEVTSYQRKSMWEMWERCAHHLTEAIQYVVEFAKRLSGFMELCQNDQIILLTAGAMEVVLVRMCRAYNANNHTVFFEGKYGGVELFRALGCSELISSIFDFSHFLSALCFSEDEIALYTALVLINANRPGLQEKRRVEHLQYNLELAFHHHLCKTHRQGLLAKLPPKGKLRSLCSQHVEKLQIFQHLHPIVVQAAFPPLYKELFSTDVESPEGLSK
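Schneider cells (Drosophila), stable Gal4 DBD–ROR gamma + UAS-luc; 1 hr cmpd preincubation; Cu2+ induction 700 uM final; 20 hr ambient; luminescence.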
Giardia killer: Small Molecules that selectively kill Giardia lamblia: qHTS; Giardia lamblia trophozoite viability; activity change, % at 7.66 µM, hits read low; 340,000 tested, 0.15% active; AID 540267, 2011; in the data active = activity change below about -80%; inconclusive = between about -30% and that limit;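 note: parasites exposed to compound for two days anaerobically before the ATP read; % is set by controls: 0 for no effect and ±100 for the full control effect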
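Giardia trophozoites, 100 cells per well, were exposed to compounds for 48 hrs at 37 deg C under anaerobic conditions; viability was then read as ATP content by bioluminescence after 15-30 min at room temperature.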
ELG1 genotox: qHTS screen for small molecules that induce genotoxicity in human embryonic kidney (HEK293T) cells expressing luciferase-tagged ELG1; HEK293T ELG1-luciferase reporter, luminescence, 16 h; Potency, µM (highest dose often 46 µM), inactives show top-dose activity change, positive = activation, actives largely listed as activators; AID 504466, 2011; 330,000 tested, 1.3% active; note: potency is the fitted concentration of half-maximal effect; % of control where 0% means no effect; nearly all actives have a fitted effect of over 60% in size
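Quantitative HTS format in 1536-well plates. HEK293T ELG1-luciferase reporter cells receive test compound and are incubated 16 hr at 37 °C, 5% CO2; ONE-Glo added, 30 min room temperature, then luminescence read.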
BRCA1 expr act: qHTS Assay to Identify Small Molecule Activators of BRCA1 Expression; MCF7-BRCA1-FFLuc reporter, luminescence, 48 h; response scale: scaled: vehicle 0%, 10 µM genistein 100%; 380,000 tested, 1.1% active; Potency, µM (highest dose often 46.1 µM), for inactives: at the highest dose activation, hits mostly activators; note: potency is the fitted concentration of half-maximal effect; nearly all actives have a fitted effect of over 80% in size; some results filed as inactive show a strong effect at the top dose
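MCF7-BRCA1-FFLuc, 2000 cells/well; 2 h attach, 37 °C/5% CO2; compound 48 h; luciferase substrate 15 min; luminescence end-point. Norm. to genistein 10 microM max activation and DMSO; concentration-response curves fitted.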
p53 reactivation: qHTS assay for re-activators of p53 using a Luc reporter; H1299 p53-A138V BP100-luciferase reporter, luminescence, 24 h; Potency, µM (highest dose often 92.2 µM), inactives show at the top dose activity change, positive = activation, actives largely listed as activators; 320,000 tested, 0.063% active; note: potency is the fitted concentration of half-maximal effect; % of control where 0% means no effect; nearly all actives have a fitted effect of over 45% in size
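p53-null H1299 cells stably carrying temperature-sensitive p53-A138V and a BP100-luciferase reporter were pinned with compounds (4-point, 1:5 series) and held 24 hrs at 37 deg C. Luminescence was read 10 min after detection reagent.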
Gal4-VP16 FLuc: VP16 counterscreen qHTS for inhibitors of ROR gamma transcriptional activity | Drosophila S2 Gal4-VP16 UAS-luciferase, luminescence, 20 h | Potency, µM (titrated, usually from 53.6 µM), inactives show at the highest dose activity, negative = inhibition, hits mostly inhibitors | 310,000 tested, 3.5% active;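 note: Gal4-VP16 expression switched on by copper sulfate through the metallothionein promoter; potency is the fitted concentration of half-maximal effect; % is set by controls: 0 for no effect and ±100 for the full control effect; nearly all actives have a fitted effect of over 50% in size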
FLuc counter: qHTS profiling assay for firefly luciferase inhibitor/activator using purifed enzyme and Km concentrations of substrates (counterscreen for miR-21 project). AID 588342, 2011. Potency, µM (doses to about 57.5 µM), for inactives: at the highest dose activity change, negative = inhibition, hits mostly inhibitors. purified FLuc, Km substrates, luminescence inhibition. Luciferin 4-monooxygenase (Photinus pyralis), P08659. 360,000 tested, 6.9% active;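 note: potency is the fitted concentration of half-maximal effect; plate controls were vehicle for no effect and reference inhibitor for full effect; nearly all actives have a fitted effect of over 55% in size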
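Purified P. pyralis luciferase (10nM final) with 10uM D-luciferin and 10uM ATP (Km levels) in 50mM Tris acetate pH 7.5, 10mM Mg acetate, 0.01% Tween-20, 0.05% BSA; qHTS 6-point titration, ~60 µM downward; luminescence read.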
Menin-MLL TR inh: qHTS Assay for Inhibitors Targeting the Menin-MLL Interaction in MLL Related Leukemias: Competition With Texas Red Labeled MLL-derived Mutant Peptide; O00255; Menin + Texas Red MLL mutant peptide, fluorescence polarization; Potency, µM (doses to about 61.6 µM), for inactives: top-dose FP activity change, negative = inhibition, most hits filed as inhibitors; 270,000 tested, 0.23% active; active = well fitted inhibition curve with a large enough effect in the polarisation, with a control signal flat, not every such curve was filed as active; inconclusive = small, poorly fitted or top-dose-only effect, or effect the other way, or a change in a side signal; inactive = no such curve, though single readings can be large or run the other way; the % refers to the polarisation; note: potency is the fitted concentration of half-maximal effect; % of control where 0% means no effect; many of its hits are not listed in these tables
PKM2 activator: qHTS Assay for Activators of Human Muscle isoform 2 Pyruvate Kinase; 260,000 tested, 0.34% active; Pyruvate kinase PKM (Homo sapiens), P14618; AID 1631, 2009; purified PKM2, Kinase-Glo ATP luminescence, activation; response scale: 0% is enzyme alone, no compound; Potency, µM (doses to about 57.5 µM), for inactives: at the top dose activation, usual class: activators; note: potency is the fitted concentration of half-maximal effect; % is set by controls: 0 for no effect and ±100 for the full control effect; nearly all actives have a fitted effect of over 55% in size
Target sequence (P14618 whole entry, looked up, canonical isoform): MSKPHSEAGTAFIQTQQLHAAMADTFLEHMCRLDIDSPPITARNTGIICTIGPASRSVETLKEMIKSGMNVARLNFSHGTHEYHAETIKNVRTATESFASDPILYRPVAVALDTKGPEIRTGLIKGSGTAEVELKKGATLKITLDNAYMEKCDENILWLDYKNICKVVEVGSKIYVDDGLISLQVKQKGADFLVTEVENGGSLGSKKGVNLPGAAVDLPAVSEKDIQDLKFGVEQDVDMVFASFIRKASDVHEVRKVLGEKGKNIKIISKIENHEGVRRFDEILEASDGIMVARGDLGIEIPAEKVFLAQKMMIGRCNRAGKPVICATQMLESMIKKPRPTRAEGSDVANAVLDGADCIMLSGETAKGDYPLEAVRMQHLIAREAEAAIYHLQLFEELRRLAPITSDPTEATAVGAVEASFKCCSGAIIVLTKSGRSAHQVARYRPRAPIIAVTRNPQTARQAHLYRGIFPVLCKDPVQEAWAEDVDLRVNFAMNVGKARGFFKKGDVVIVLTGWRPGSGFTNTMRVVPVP
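Purified hPK-M2 (>95% pure) converted ADP (0.1 mM final) to ATP with 0.5 mM PEP in 50 mM imidazole pH7.2, KCl, MgCl2, Tween 20, BSA; 1 h at room temperature. ATP detected by Kinase-Glo luminescence.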
* marks the source's active call; other numbers are inactive results; ? = inconclusive; / = no result given; & = joins results of further samples; [ ] = remark or other dose. Unless noted, calls come from the whole dose curve; as a rule, active = well fitted curve in the direction sought with a large enough effect; inconclusive = small, poorly fitted or top-dose-only effect, or another doubt; inactive = no such curve, though single readings can be large; an effect the other way counts as inactive or inconclusive. Only part of the results is shown; rates above refer to the full screens.

SMILES	NPC1 prom act	Rab9 prom act	RORgamma inh	Giardia killer	ELG1 genotox	BRCA1 expr act	p53 reactivation	Gal4-VP16 FLuc	FLuc counter	Menin-MLL TR inh	PKM2 activator
CSCCC(NC(=O)c1ccco1)C(=O)NCC1CCCO1 (configuration not stated)	-4%	0%	/	4	-1%	2%	-1%	/	1%	/	/
Cc1cccc(S(=O)(=O)c2c(C)cc(C)nc2Cl)c1	-1%	8%	-32%	17	-1%	0%	2%	6%	3%	-12%	/
CC(=O)c1ccc(S(=O)(=O)NCCCC(=O)NCCc2ccccn2)cc1	-5%	5%	1%	-4	-2%	13%	-3%	-1%	0%	-9%	-4%
Cc1c(C(=O)NNC(=S)NCc2ccc(Cl)cc2)oc2ccccc12	0%	23%	?	3	-12%	-23%	-19%	?	-1%	/	2%
COc1ccc(CCN2C(=O)NC(NC(C)=O)(C(F)(F)F)C2=O)cc1OC (configuration not stated)	0%	3%	16%	-6	0%	8%	-15%	-8%	2%	2%	-7%
COc1ccc(C2NC(=O)C(C#N)=C(S)N2c2cccc(C)c2)cc1OC (configuration not stated)	-9%	-8%	?	-15	-2%	-1%	-2%	-23%	?	20%	-9%
COc1ccc2nc(C)cc(SCC(NC(C)=O)C(=O)OC(C)C)c2c1 (configuration not stated)	-1%	1%	11%	-14	-3%	-27%	0%	3%	3%	/	0%
O=C(COc1ccccc1)NC1C(=O)N2C(C(=O)O)=C(Cl)CSC12 (configuration not stated)	-3%	9%	23%	-6	1%	-1%	/	0%	6%	12%	1%
O=S1(=O)C=C(N2CCCCC2)c2ccccc21	-3%	3%	8%	9	0%	-18%	0%	-9%	5%	-3%	1%
Cc1ccc2c(c1)cc1c(=O)n(CC(=O)NCc3ccccn3)nc(C)n12	3%	0%	-9%	-13	4%	4%	16%	-6%	0%	/	/
CCN1CCN(C(=O)c2cc3ccc(OC)cc3[nH]2)CC1	?	?	2%	-19	?	11µM*	?	-4%	?	-6%	/
CCn1c(SCC(=O)NCc2cccs2)nnc1-c1ccncc1	-5%	?	8%	-11	14%	18%	-1%	-4%	7%	-8%	-2%
CC(C)Cn1c(-c2ccccc2)nc2ccccc2c1=O	2%	-1%	21%	-16	-4%	-5%	-9%	14%	0%	-21%	2%
COc1ccc(NC(=S)Nc2cccc(C)n2)cc1	0%	2%	?	-21	3%	22%	3%	4.5µM*	?	/	1%
Cc1ccc(C)c2[nH]c(=O)c(CCNC(=O)C(C)(C)C)cc12	-3%	-4%	-4%	0	-11%	-11%	6%	-3%	1%	-3%	-1%
COc1ccc2[nH]c(=O)c(CN(Cc3cccs3)S(=O)(=O)c3cccc4nsnc34)cc2c1	-17%	-11%	19%[0.365 µM]	-24	-29%	-85%	-10%	/	-1%	29%	0%
COc1ccc(CNC(=O)[C@]2(C)CCC[C@@]3(C)C4CC[C@@]5(C)C[C@]4(CCC32)CC5=O)cc1 (some centres not stated)	-2%	3%	/	-5	-11%	-13%	-9%	/	0%	/	/
CN(C)CCNC(=O)C(=O)Nc1cc2c3c(c1)CCN3C(=O)CC2	2%	-2%	-9%	8	11%	-17%	27%	-2%	2%	6%	/
Cc1ccc(NC(=O)CSc2nnc(Cn3cnc4ccccc43)o2)cc1	1%	2%	-5%	4	6%	15%	-1%	-7%	-7%	12%	0%
O=C(NCc1ccccc1F)C1CCCN1S(=O)(=O)c1ccc(Cl)cc1 (configuration not stated)	-1%	-3%	-14%	0	-5%	-6%	/	-3%	7%	5%	-5%[11.5 µM]
CC(C)(C)NC(=O)C(=O)N/N=C/c1cccs1	?	1.8µM*	?	5	?	87%	8%	-7%	15µM*	?	-6%
CCCSc1ccc(C(=O)Nc2ccc(F)cc2F)cn1	16%	22%	15%	3	14%	-4%	11%	-8%	-17%	7%	-12%
CCN(CC1COc2ccccc2O1)C(=O)c1ccc(Cl)c(S(=O)(=O)N2CC(C)OC(C)C2)c1 (configuration not stated)	-9%	-12%	/	-19	-3%	-28%	-3%	/	1%	/	/
Nn1cnnc1N/N=C/c1ccc(Cl)c([N+](=O)[O-])c1	-2%	-4%	?	-14	-2%	-82%	-11%	?	3%	0%	-2%
COc1ccc(NC(=S)Nc2cccc([N+](=O)[O-])c2)cc1	-6%	-2%	13µM*	-9	-3%	-4%	1%	-30%	-6%	0%	-6%
CCCCn1c(N)c(N(Cc2ccccc2OC)C(=O)C(C)Oc2ccc(Cl)cc2)c(=O)[nH]c1=O (configuration not stated)	-3%	4%	0%	-2	-2%	-47%	13%	0%	2%	/	0%
Cc1cc(=O)nc2c3ccccc3n(CC(=O)Nc3ccccc3Br)n12	0%	-5%	-1%	6	-1%	-36%	0%	5%	-4%	/	-1%
COc1ccc(Cl)cc1NC(=O)c1ccoc1C	0%	0%	-21%	-13	-4%	-57%	-1%	10%	-12%	16%	8%
COc1ccc([C@H]2Cc3cccc(O)c3C(=O)O2)cc1O	27%	19%	/	3	10%	0%	9%	/	-25%	/	/
CS(=O)(=O)N1CCN(C(=O)CSc2ccccc2)CC1	-3%	0%	18%[1.91 µM]	-12	1%	-42%	17%	0%	0%	6%	0%
O=C(CCN1C(=O)c2ccccc2C1=O)Nc1ccc(-c2nc3ccccc3s2)cc1	1.3µM*	0.4µM*	-3%	-28	10µM*	?	/	-13%	?	?	1%
CC(C)(C)NC(=O)/C(=C\c1cccnc1)NC(=O)c1ccco1	-3%	-2%	-1%	-4	1%	-11%	2%	-9%	0%	8%	-4%
COC(=O)Cn1cccc1C(=O)c1ccccc1	1%	6%	?	6	-6%	1%	-1%	-1%	-2%	-1%	-4%
CCOC(=O)c1cccc(NC(=O)c2cc3ccccc3o2)c1	?	1.3µM*	?	-11	-4%	-46%[inhibitor]	/	?	5.4µM*	?	1%
Cc1cc(Cl)ccc1NC(=S)NCCCN1CCCC1=O	-2%	-3%	-43%	-7	3%	-1%	0%	5%	-1%	-2%	-1%
O=C(/C=C/c1ccc(Cl)cc1Cl)OCC(=O)N1CCCC1	-4%	12%	/	-14	4%	-7%	?	/	15µM*	/	/
COc1cc(/C=N/Nc2nc(=O)[nH]nc2C)ccc1O	-5%	-1%	11µM*	-6	4%	11%	6%	-13%	?	/	-23%
CCOC(=O)CSc1nc(N2CCOCC2)c2c(c1C#N)CC(C)(C)N(C)C2	-3%	3%	24%	0	-2%	-16%	-9%	-3%	9%	-8%	8%
O=C(NNC(=S)Nc1ccccc1Cl)c1ccccc1Br	2.8µM*	4µM*	7.9µM*	-6	3.7µM*	8.9µM*	?	?	11µM*	6%	-19%
NC(=O)C(NC(=O)OCc1ccccc1)c1ccccc1 (configuration not stated)	2%	1%	/	-18	-2%	-12%	-4%	/	1%	/	/
COc1ccc2c(-c3ccccc3)cc(SCC(N)=O)nc2c1	-2%	-7%	-20%	-3	-1%	-31%	-6%	-15%	1%	/	-5%
CN(C(=O)CSc1nnc(-c2ccccc2)n1C)C1CCS(=O)(=O)C1 (configuration not stated)	-1%	0%	-2%	16	6%	0%	0%	2%	4%	5%	-8%
CCOc1ccc(N2CC(C(=O)Nc3ccc(S(=O)(=O)Nc4ncccn4)cc3)CC2=O)cc1 (configuration not stated)	1%	-5%	-1%	14	3%	7%	-3%	4%	-11%	7%	0%
CCCCS(=N)(=O)CCC(N)C(=O)O (configuration not stated)	-1%[46.1 µM]	-1%[46.1 µM]	-23%	/	/	/	/	0%	/	-14%&0%	/
Cc1cccc(C)c1-n1c(=O)n(Cc2ccccc2)c(=O)c2[nH]cnc21	-5%	-8%	-1%	6	-4%	9%	-6%	-2%	4%	/	1%
Cn1c2ccccc2c2nnc(SCc3nnc(-c4ccccc4)o3)nc21	-9%	-10%	8%	/	3%	/	-1%	-6%	4%	-22%	5%
O=C(NCc1ccc(N2CCCC2=O)cc1)Nc1cccc2ccccc12	-3%	-8%	-1%	-25	9%	1%	-4%	-2%	3%	12%	-6%
Cc1ccc(S(=O)(=O)N2CCN(S(=O)(=O)c3ccccc3)C2c2ccc(N(C)C)cc2)cc1 (configuration not stated)	-3%	-2%	29%	-8	-8%	-26%	-3%	1%	0%	-2%	-3%
